Bioassay records (PubChem)
BioA inh – blocks M. tuberculosis BioA enzyme activity; purified M. tuberculosis BioA enzyme, plate reader; inhibition, % at 9.99 µM; actives 0.096% (n = 360,000); in the data active = inhibition above about 40%
* = called active by the depositor. A portion of the library; the hit share may differ from the screen's.

SMILES	BioA inh
C[C@@H]1CN([C@@H](C)CO)C(=O)c2cc(C#CC3(O)CCCC3)cnc2O[C@@H]1CN(C)Cc1cccnc1	-5.5
CCNC(=O)C[C@H]1CC[C@H]2[C@@H](COc3ccc(NS(=O)(=O)c4ccccc4C)cc3C(=O)N2C)O1	-0.6
CC(C)NC(=O)N[C@@H]1C=C[C@@H](CC(=O)NCCCN(C)C)O[C@@H]1CO	-2.7
CC(C)CC#Cc1ccc([C@H]2[C@@H](CO)N3CCCCN(S(=O)(=O)c4ccc(F)cc4)C[C@H]23)cc1	-2.0
C[C@@H]1CN([C@@H](C)CO)C(=O)c2cc(C3=CCCC3)cnc2O[C@H]1CN(C)Cc1ccccn1	-2.7
CC(=O)N(C)C[C@H]1Oc2ncc(-c3ccccc3C)cc2C(=O)N([C@@H](C)CO)C[C@@H]1C	-0.7
O=C(C[C@@H]1CC[C@@H]2[C@H](COC[C@@H](O)CN2C(=O)C2CC2)O1)NCc1ccncc1	-2.2
C[C@@H]1CCCCO[C@H](CN(C)S(=O)(=O)c2ccccc2)[C@H](C)CN([C@H](C)CO)C(=O)c2cc(N(C)C)ccc2O1	0.7
O=C(C[C@H]1CC[C@@H]2[C@H](COC[C@H](O)CN2Cc2ccc(Cl)cc2)O1)Nc1nccs1	-0.9
COc1ccc(S(=O)(=O)N(C)C[C@H]2Oc3c(NC(=O)NC(C)C)cccc3C(=O)N([C@@H](C)CO)C[C@H]2C)cc1	4.7
C[C@H](CO)N1C[C@H](C)[C@H](CN(C)S(=O)(=O)c2cccs2)Oc2ccc(NS(C)(=O)=O)cc2C1=O	0.2
C[C@H](CO)N1C[C@H](C)[C@@H](CN(C)Cc2ccc(C(=O)Nc3ccccc3N)cc2)Oc2ccc(NC(=O)Nc3cccc4ccccc34)cc2C1=O	-1.5
O=C(NC1CCC1)[C@H]1N[C@H]2c3ccc(-c4cccc(F)c4)c(=O)n3C[C@H]2[C@@H]1CO	-0.3
OC[C@H]1[C@H](c2ccc(C#Cc3cccnc3)cc2)[C@H]2CN(Cc3ccccc3F)CCCCN21	5.1
C[C@@H]1CCCCO[C@H](CN(C)C(=O)Nc2ccc3c(c2)OCO3)[C@@H](C)CN([C@H](C)CO)C(=O)c2cc(NC(=O)NC3CCCCC3)ccc2O1	-0.2
CO[C@H](CN(C)S(=O)(=O)c1ccc(Cl)cc1)[C@H](C)CN(Cc1ccccc1Cl)[C@@H](C)CO	-1.6
C[C@@H]1CN([C@H](C)CO)C(=O)c2cc(/C=C/c3ccccc3)cnc2O[C@@H]1CN(C)C(=O)c1ccc2c(c1)OCO2	2.8
C[C@H](CO)N1C[C@H](C)[C@@H](CN(C)S(=O)(=O)c2ccc(Cl)cc2)Oc2ccc(NC(=O)NC3CCCCC3)cc2C1=O	-3.1
C[C@H](CO)N1C[C@H](C)[C@H](CN(C)S(C)(=O)=O)Oc2ccc(NC(=O)Nc3ccc4c(c3)OCO4)cc2C1=O	-0.3
COc1ccc(NC(=O)N(C)C[C@@H]2Oc3ccc(NC(=O)CCC(F)(F)F)cc3CC(=O)N([C@@H](C)CO)C[C@H]2C)cc1	0.8
C[C@@H]1CCCCO[C@H](CN(C)S(=O)(=O)c2cn(C)cn2)[C@H](C)CN([C@@H](C)CO)C(=O)c2cc(NC(=O)c3ccncc3)ccc2O1	0.5
CO[C@H]1CC[C@@H]2CCN(C)C(=O)CCCN(C)C(=O)c3cc(C#N)ccc3OC[C@@H]1O2	0.1
C[C@@H]1CN([C@@H](C)CO)S(=O)(=O)c2ccc(C#Cc3cccc(F)c3)cc2O[C@H]1CN(C)S(=O)(=O)c1ccccc1F	-3.1
C[C@@H]1CN([C@@H](C)CO)C(=O)c2cc(C#Cc3ccccc3F)cnc2O[C@@H]1CN(C)C(=O)Cc1cccnc1	1.0
C[C@H]1CN([C@@H](C)CO)C(=O)CCCn2cc(nn2)CO[C@@H]1CN(C)Cc1cccc(C(F)(F)F)c1	-1.7

Sorted by formula weight (low to high): 11 of the compounds above.
SMILES	BioA inh
CC(C)NC(=O)N[C@@H]1C=C[C@@H](CC(=O)NCCCN(C)C)O[C@@H]1CO	-2.7
O=C(C[C@@H]1CC[C@@H]2[C@H](COC[C@@H](O)CN2C(=O)C2CC2)O1)NCc1ccncc1	-2.2
CC(=O)N(C)C[C@H]1Oc2ncc(-c3ccccc3C)cc2C(=O)N([C@@H](C)CO)C[C@@H]1C	-0.7
CO[C@H]1CC[C@@H]2CCN(C)C(=O)CCCN(C)C(=O)c3cc(C#N)ccc3OC[C@@H]1O2	0.1
O=C(C[C@H]1CC[C@@H]2[C@H](COC[C@H](O)CN2Cc2ccc(Cl)cc2)O1)Nc1nccs1	-0.9
C[C@H](CO)N1C[C@H](C)[C@H](CN(C)S(=O)(=O)c2cccs2)Oc2ccc(NS(C)(=O)=O)cc2C1=O	0.2
COc1ccc(S(=O)(=O)N(C)C[C@H]2Oc3c(NC(=O)NC(C)C)cccc3C(=O)N([C@@H](C)CO)C[C@H]2C)cc1	4.7
C[C@@H]1CCCCO[C@H](CN(C)S(=O)(=O)c2ccccc2)[C@H](C)CN([C@H](C)CO)C(=O)c2cc(N(C)C)ccc2O1	0.7
COc1ccc(NC(=O)N(C)C[C@@H]2Oc3ccc(NC(=O)CCC(F)(F)F)cc3CC(=O)N([C@@H](C)CO)C[C@H]2C)cc1	0.8
C[C@@H]1CN([C@@H](C)CO)S(=O)(=O)c2ccc(C#Cc3cccc(F)c3)cc2O[C@H]1CN(C)S(=O)(=O)c1ccccc1F	-3.1
C[C@@H]1CCCCO[C@H](CN(C)S(=O)(=O)c2cn(C)cn2)[C@H](C)CN([C@@H](C)CO)C(=O)c2cc(NC(=O)c3ccncc3)ccc2O1	0.5

Going on with the list.
SMILES	BioA inh
C[C@@H]1CN([C@@H](C)CO)C(=O)c2cccc(NC(=O)Nc3ccc(C(F)(F)F)cc3)c2O[C@@H]1CN(C)C	-1.7
Cc1noc(C)c1NC(=O)N[C@H]1CC[C@H](CCNC(=O)C2CCCCC2)O[C@@H]1CO	-3.5
C[C@@H]1CN([C@H](C)CO)C(=O)c2cc(NC(=O)c3ccncc3)ccc2O[C@H]1CN(C)Cc1ccc(Oc2ccccc2)cc1	-2.6
CCCN1[C@H](C(=O)NCc2cccc(OC)c2)[C@@H](CO)[C@@H]2Cn3c(ccc(C4=CCCC4)c3=O)[C@@H]21	-1.0
O=C(C[C@H]1C[C@H]2c3cc(NC(=O)Cc4ccncc4)ccc3O[C@H]2[C@@H](CO)O1)NCc1cccnc1	-0.1
CN(C)C(=O)c1cccc(-c2ccc([C@H]3[C@H](CO)N4CCCCN(C(=O)C5CCCC5)C[C@@H]34)cc2)c1	5.7
O=C(NCC[C@@H]1CC[C@H](NC(=O)C2CCOCC2)[C@H](CO)O1)c1ccc(F)cc1	-3.7
COc1ccc(S(=O)(=O)N(C)C[C@H]2Oc3ccc(NC(=O)CCN4CCOCC4)cc3C(=O)N([C@H](C)CO)C[C@H]2C)cc1	-1.0
Cc1ccc(S(=O)(=O)N(C)C[C@@H]2Oc3ncc(C#CC4(O)CCCC4)cc3C(=O)N([C@H](C)CO)C[C@@H]2C)cc1	2.0
COc1ccc(NC(=O)N(C)C[C@H]2Oc3c(cccc3N(C)C)C(=O)N([C@@H](C)CO)C[C@@H]2C)cc1	0.7
C[C@@H]1CN([C@H](C)CO)C(=O)c2cc(NC(=O)Nc3ccc4c(c3)OCO4)ccc2O[C@H]1CN(C)CC1CCCCC1	0.5
C[C@@H]1CN([C@H](C)CO)C(=O)c2cc(NS(=O)(=O)c3cccs3)ccc2O[C@H]1CN(C)C(=O)Nc1ccc2c(c1)OCO2	0.0
C[C@@H](O)C#Cc1ccc2c(c1)O[C@H](CN(C)C(=O)CN(C)C)[C@@H](C)CN([C@@H](C)CO)S2(=O)=O	4.0
COc1ccc(NC(=O)Nc2ccc3c(c2)C(=O)N([C@@H](C)CO)C[C@H](C)[C@H](CN(C)Cc2ccc(C(=O)O)cc2)OCCCC[C@H](C)O3)cc1	2.3
Cc1noc(C)c1S(=O)(=O)N(C)C[C@H]1Oc2ccc(NC(=O)Cc3ccccc3)cc2CC(=O)N([C@@H](C)CO)C[C@@H]1C	-1.9
COc1ccc(S(=O)(=O)N(C)C[C@@H]2Oc3cc(-c4ccccc4OC)ccc3S(=O)(=O)N([C@@H](C)CO)C[C@@H]2C)cc1	-1.8
C[C@H](CO)N1C[C@H](C)[C@H](CN(C)C)Oc2cc(C#Cc3cccnc3)ccc2S1(=O)=O	4.2
Cc1noc(C)c1S(=O)(=O)N(C)C[C@@H]1Oc2ccc(NC(=O)Cn3cnnn3)cc2CC(=O)N([C@H](C)CO)C[C@H]1C	-1.3
CC(C)NC(=O)Nc1ccc2c(c1)CC(=O)N([C@@H](C)CO)C[C@@H](C)[C@@H](CN(C)C(=O)NC1CCCCC1)O2	-0.8
CCC(=O)N[C@H]1CC[C@@H](CC(=O)OC)O[C@@H]1CO	-0.7
COc1ccccc1CNC(=O)C[C@@H]1CC[C@@H]2[C@H](COC[C@@H](O)CN2C(=O)Nc2ccc(F)cc2)O1	1.1
O=C(C[C@@H]1C=C[C@@H](NC(=O)CCN2CCCCC2)[C@H](CO)O1)NCc1ccc(Cl)c(Cl)c1	0.0
CC(C)NC(=O)NCC[C@H]1CC[C@H](NC(=O)CN(C)C)[C@H](CO)O1	-7.5
C[C@H](CO)N1C[C@H](C)[C@@H](CN(C)S(=O)(=O)c2ccc(F)cc2)Oc2c(NC(=O)c3ccc(-c4nccs4)cc3)cccc2C1=O	-0.3
C[C@H]1CN([C@@H](C)CO)C(=O)Cc2cc(NS(=O)(=O)c3ccccc3)ccc2O[C@@H]1CN(C)Cc1ccc(-c2ccccc2)cc1	0.6
SMILES	BioA inh
C[C@H]1CN([C@@H](C)CO)C(=O)c2cccc(NS(C)(=O)=O)c2O[C@H]1CN(C)S(C)(=O)=O	-5.3
COCCN(C[C@@H]1[C@@H](c2ccccc2)[C@@H](CO)N1C(C)=O)C(=O)c1ccncc1	-3.9
C[C@H](CO)N1C[C@H](C)[C@@H](CN(C)C)Oc2ccc(NC(=O)Cc3ccccc3)cc2C1=O	-2.6
CCC(=O)N1CC[C@@H]2[C@H]1c1cc(-c3ccc(F)cc3)ccc1N[C@@H]2CO	3.7
O=C(C[C@@H]1CC[C@@H]2[C@H](COC[C@H](O)CN2Cc2ccc(Oc3ccccc3)cc2)O1)N1CCOCC1	1.6
C[C@H]1CCCCO[C@H](CN(C)C(=O)C2CCCCC2)[C@@H](C)CN([C@@H](C)CO)C(=O)c2cc(NC(=O)c3ccccc3)ccc2O1	-0.4
C[C@@H]1CN([C@@H](C)CO)C(=O)c2cccc(NS(=O)(=O)c3ccc(Cl)cc3)c2O[C@@H]1CN(C)C(=O)Nc1cccc2ccccc12	9.4
C[C@H](CO)N1C[C@H](C)[C@@H](CN(C)C)Oc2ccc(NS(=O)(=O)c3cn(C)cn3)cc2C1=O	3.6
Cc1noc(C)c1NC(=O)Nc1ccc2c(c1)C(=O)N(C)[C@@H]1CC[C@@H](CC(=O)N[C@@H]3CCN(Cc4ccccc4)C3)O[C@@H]1CO2	-0.4
C[C@@H]1CCCCO[C@H](CN(C)S(=O)(=O)c2ccc(Cl)cc2)[C@H](C)CN([C@H](C)CO)C(=O)c2cc(NC(=O)Cc3ccccc3)ccc2O1	0.4
C[C@H](CO)N1C[C@H](C)[C@H](CN(C)Cc2ccc(-c3ccccc3)cc2)Oc2ncc(C#C[C@@H](C)O)cc2C1=O	0.8
COc1ccc(NC(=O)Nc2cccc3c2O[C@@H](CN(C)C(=O)Nc2ccc(OC)cc2)[C@H](C)CN([C@@H](C)CO)C3=O)cc1	1.8
CC(=O)N(C)C[C@H]1Oc2cc(-c3ccncc3)ccc2S(=O)(=O)N([C@H](C)CO)C[C@H]1C	0.5
O=C(N[C@H]1CC[C@@H](CCNC(=O)C2CCCCC2)O[C@@H]1CO)c1ccccn1	1.5
CC(=O)N1[C@@H](CO)[C@@H](c2ccc(-c3cccc(F)c3)cc2)[C@@H]1CNC(=O)C1CC1	3.7
C[C@@H]1CCCCO[C@@H](CN(C)C)[C@@H](C)CN([C@@H](C)CO)C(=O)c2cc(NS(C)(=O)=O)ccc2O1	-0.2
C[C@@H]1CN([C@H](C)CO)C(=O)c2cc(NC(=O)c3ccccc3)ccc2O[C@@H](C)CCCCO[C@H]1CN(C)C(=O)Nc1ccccc1	-0.9
CCC(=O)N(C)C[C@H]1Oc2cc(C#CC3CCCC3)ccc2S(=O)(=O)N([C@H](C)CO)C[C@H]1C	-0.2
CC(=O)Nc1ccc2c(c1)C(=O)N(C)[C@@H]1CC[C@H](CC(=O)N3CCc4ccccc4C3)O[C@H]1CO2	-1.1
CN1CCN(C(=O)C[C@@H]2CC[C@@H](NS(=O)(=O)c3cccc(F)c3)[C@H](CO)O2)CC1	1.6
C[C@@H]1CCCCO[C@@H](CN(C)C(=O)C2CCCCC2)[C@@H](C)CN([C@H](C)CO)C(=O)c2cc(NC(=O)CCCN(C)C)ccc2O1	-1.2
Cn1cnc(S(=O)(=O)N2CC[C@H]3[C@H](CO)Nc4ccc(-c5ccccc5F)cc4[C@H]32)c1	3.0
O=C(Nc1ccc(-c2ccccc2)cc1)[C@@H]1[C@@H](CO)[C@@H]2Cn3c(cccc3=O)[C@@H]2N1CC1CCCCC1	-2.5
O=C(C[C@H]1C[C@H]2c3cc(NC(=O)c4cccnc4)ccc3O[C@H]2[C@@H](CO)O1)NCc1ccccn1	12.9
C[C@H]1CCCCO[C@@H](CN(C)S(=O)(=O)c2ccc(F)cc2)[C@@H](C)CN([C@@H](C)CO)C(=O)c2cc(NS(=O)(=O)c3cn(C)cn3)ccc2O1	1.6
C[C@H]1CN([C@@H](C)CO)C(=O)c2cccc(NC(=O)Nc3ccc4c(c3)OCO4)c2O[C@H]1CN(C)S(=O)(=O)c1cccs1	0.7
Cc1ccc(S(=O)(=O)Nc2ccc3c(c2)CC(=O)N([C@@H](C)CO)C[C@H](C)[C@@H](CN(C)S(=O)(=O)c2ccc(Cl)cc2)O3)cc1	-0.3
C[C@@H]1CCCCO[C@@H](CN(C)C)[C@H](C)CN([C@@H](C)CO)C(=O)c2cc(NS(=O)(=O)c3cccs3)ccc2O1	-1.0
O=C(C[C@H]1C=C[C@H](NC(=O)Nc2cc(F)ccc2F)[C@H](CO)O1)Nc1ccc(-c2ccccc2)cc1	1.1
Cc1noc(C)c1NC(=O)N(C)C[C@@H]1Oc2ccc(NC(=O)Nc3cccc4ccccc34)cc2CC(=O)N([C@@H](C)CO)C[C@H]1C	0.4
